From PubChem BioAssay
PglD DTNB – inhibitors of Campylobacter jejuni PglD acetyltransferase. purified PglD enzyme, DTNB colorimetric CoA detection. inhibition, % at 12.5 µM. actives 0.098% (n = 360,000). AID 602405; in the data active = inhibition above about 16%, passing the limit was not always enough; also: strong numbers were not always called active
RAD54 branch – RAD54 (human) branch migration inhibition; Q92698; RAD54 Holliday junction branch migration, FAM/BHQ fluorescence; inhibition, % at 10.4 µM; actives 0.14% (n = 360,000); AID 602329;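 active = mean normalized replicate activity at least 40 and at least half of replicates scoring 40 or more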;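 also: 0% = median of neutral control wells and 100% = median of positive control wells; inhibitors cause a drop in the FAM fluorescence signal; in these data hits start at about 50%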
miR-122 sensor – inhibitors of miR-122 in Huh7 cells; actives 0.3% (n = 340,000); Huh7 miR-122 Renilla luciferase sensor, 48 h; neutral wells = 0, positive control = 100; activation (reporter increase), % at 12.5 µM; AID 602342;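 active = mean replicate activation score at least 90 and every replicate individually at or above 90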;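 also: higher luciferase means less miR-122 activity so hits act as miR-122 inhibitors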
RAD52 anneal inh – RAD52 (human) annealing inhibition | inhibition, % at 18.7 µM | recombinant RAD52 DNA annealing, FRET fluorescence | actives 0.46% (n = 360,000) | AID 651710 | P43351;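 active = every replicate showing at least 50% inhibition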
Target sequence (P43351 whole entry, looked up): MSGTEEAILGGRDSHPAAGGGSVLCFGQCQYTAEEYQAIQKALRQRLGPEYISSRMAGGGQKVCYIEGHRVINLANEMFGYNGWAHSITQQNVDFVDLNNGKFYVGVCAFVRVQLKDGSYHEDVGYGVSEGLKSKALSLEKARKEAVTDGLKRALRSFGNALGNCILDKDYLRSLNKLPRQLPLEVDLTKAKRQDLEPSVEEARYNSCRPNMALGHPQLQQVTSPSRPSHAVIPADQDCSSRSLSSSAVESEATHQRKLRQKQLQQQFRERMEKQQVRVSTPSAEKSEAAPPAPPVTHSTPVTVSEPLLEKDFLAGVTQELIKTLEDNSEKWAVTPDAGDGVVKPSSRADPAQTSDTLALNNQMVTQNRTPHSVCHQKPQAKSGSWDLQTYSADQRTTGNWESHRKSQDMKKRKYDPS
PGC1a acetyl inh – PGC1a acetylation modulation, inhibitor mode; U2OS PGC1a acetylation, AlphaScreen anti-acetyl-lysine; with virally co-expressed GCN5 acetyltransferase; actives 0.17% (n = 350,000); inhibition, % at 15.6 µM;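 active = every replicate shows inhibition of at least 40%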;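 also: 0% = neutral control wells and 100% = positive control wells; some results beyond the cut were filed as inactive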
ERAP1 inh – inhibitors of human ERAP1 aminopeptidase. AID 652197. actives 0.15% (n = 340,000). recombinant ERAP1, Leu-AMC fluorescence, 60 min. inhibition, % at 10.7 µM;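 active = mean replicate inhibition of at least 30%, or all replicates individually reaching that 30% level; inactive = mean below 30% and not every replicate reaching it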;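 also: 0% = neutral control wells and 100% = L-leucinethiol positive control wells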
E-sel inducer – induces E-selectin expression in human endothelial cells | P16581 | AID 686992 | HUVEC E-selectin immunofluorescence imaging; normalized: neutral wells 0, TNF-alpha wells 100 | actives 0.37% (n = 260,000) | activation, % at 7.58 µM;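 active = mean E-selectin-positive cell signal at least 10% of the positive control, reached in at least 60% of replicates, without over 20% cell loss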;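 also: in these data hits start at about 27%; measured in HUVEC primary endothelial cells; signal is the percent of cells scored E-selectin positive by PE staining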
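Material: HUVEC primary endothelial cells; Amount: 3,000 cells per well; Dosing: single concentration; Medium: EGM-2 growth medium on 0.1% gelatin-coated wells; Read-out basis: percent E-selectin-positive cells; Signal: immunofluorescence imaging; Control set: TNF-alpha, DMSO.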
Cneo AK release – Cryptococcus neoformans lysis via adenylate kinase release | C. neoformans lysis, adenylate kinase release luminescence, 4 h; normalised: neutral wells 0, clomiphene wells 100 | actives 0.2% (n = 360,000) | lysis activity, % at 15 µM;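 active = mean lysis activity across replicates of at least 80%, whatever share of replicates individually reach that level; inactive = mean lysis activity below 80%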
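Material: C. neoformans cells | Amount: Yeast cell density of 5 × 10^6 cells/mL | Medium: Fresh YPD growth medium | Dosing: Single dose | Times: Static 4 h at 37 °C with compound, 1 h detection | Detection: AK luminescence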
* marks the source's active call; other numbers are inactive results; . = not tested or not shown; [ ] = another dose, or the depositor's remark.

item	Compound	PglD DTNB	RAD54 branch	miR-122 sensor	RAD52 anneal inh
1	O=C(CSc1n[nH]c(-c2ccncc2)n1)Nc1ccccc1C(F)(F)F	1	2	-2	-4
2	COc1ccccc1CN(C)C[C@H]1OCc2ccccc2-c2c(n(C)c3ccccc23)C(=O)N([C@@H](C)CO)C[C@@H]1C	.	.	.	31
3	O=C(Cn1nnc2c(cnn2-c2ccccc2)c1=O)NCc1cccs1	-2	-5	-1	.
4	C=CCn1c(CNC(=O)c2cccs2)nnc1SCC(=O)c1ccc(Br)cc1	1	2	5	.
5	CCCn1c(CCNC(=O)c2cccs2)nc2ccccc21	-2	-4	3	-9
6	Cc1occc1-c1nnc(SCC(=O)Nc2nc(-c3ccccc3)cs2)o1	2	-9	2	-10
7	COc1cccc(C(=O)Nc2ccccc2N2CCN(C(=O)c3ccccc3)CC2)c1	0	-12	-19	-12
8	Cc1cc(C(=O)CSc2ncccn2)c(C)n1Cc1ccco1	-6	1	-5	4

item	PGC1a acetyl inh	ERAP1 inh	E-sel inducer	Cneo AK release
1	8	-1	.	-2
2	10	-2	0.5	.
3	-7	.	.	-1
4	.	.	.	0
5	-8	-1	0.6	0
6	-10	0	.	0
7	-3	0	.	-2
8	-8	-5	.	-4

Remaining list, next part.
item	Compound	PglD DTNB	RAD54 branch	miR-122 sensor	RAD52 anneal inh
9	COc1cc(C(=O)Nn2c(C)nc3ccccc3c2=O)cc(OC)c1OC	14	-28	-6	-13
10	O=C(CS(=O)CC(=O)N(c1cccc(F)c1)C(C(=O)NC1CCCCC1)c1ccco1)Nc1ccc(F)cc1 (configuration not stated)	3	2	-1	.
11	CCC(C)(C)n1nnnc1C(C(C)C)N(Cc1ccco1)Cc1cc2cc3c(cc2[nH]c1=O)OCO3 (configuration not stated)	-2	4	2	.
12	O=C(COn1nnc2ccc(Cl)cc21)NC1CCS(=O)(=O)C1 (configuration not stated)	-4	-1	1	-11
13	COc1ncnc2c1oc1nc(CC(C)C)c3c(c12)CCCC3	-10	-4	-3	.
14	C[C@H](CO)N1C[C@H](C)[C@@H](CN(C)C(=O)Nc2ccccc2)OCCCC[C@H](C)Oc2ccc(NC(=O)Nc3cccc4ccccc34)cc2C1=O	-3	-1	-7[16.7 µM]	10
15	Cc1ccc(-c2nn(-c3cccc(F)c3)cc2CN(Cc2nccn2C)C(C)C)o1	.	.	0	-51
16	C[C@@H]1CCCCO[C@H](CN(C)C(=O)Cc2ccccc2)[C@@H](C)CN([C@H](C)CO)C(=O)c2cc(NC(=O)CCC(F)(F)F)ccc2O1	-3	1	35[16.7 µM]	.

item	PGC1a acetyl inh	ERAP1 inh	E-sel inducer	Cneo AK release
9	-5	-1	0.0	2
10	.	.	1.4	-11
11	3	.	.	-1
12	-9	-9	0.0	1
13	14	.	.	9
14	0	1	0.1	-2
15	-9	8	.	.
16	-6	.	.	7

Next section.
item	Compound	PglD DTNB	RAD54 branch	miR-122 sensor	RAD52 anneal inh
17	CC1(C)CC(=O)C=C(NC2CCCC(O)C2)C1 (configuration not stated)	-6	-3	-4	-9
18	OC(CSc1ccccc1)CN1CCN(c2cccc(Cl)c2)CC1 (configuration not stated)	0	4	6	-13
19	CCC1(c2ccc(Cl)cc2)NC(=O)N(Cc2ccc(C(=O)OC)cc2)C1=O (configuration not stated)	.	.	.	-8
20	COc1ccc(OCC(=O)Nc2cc(OC)cc(OC)c2)cc1	-1	-8	-4	.
21	O=C(C[C@H]1CC[C@H]2[C@@H](COC[C@H](O)CN2C(=O)Nc2ccc3c(c2)OCO3)O1)N1CCN(c2ccccc2)CC1	1	-2	3[16.7 µM]	10
22	COc1cccc(NC(=O)CSc2nc3ccccc3nc2N2CCCC2)c1	0	0	.	-44
23	CCOc1cc(NC(=S)NCCCN2CCOCC2)c(OCC)cc1NC(=O)C(C)C	-3	-3	-3	.
24	Cc1ccc(CNC(=O)CCC2CCCN(Cc3cccc4ncccc34)C2)o1 (configuration not stated)	-6	-10	-4	-57

item	PGC1a acetyl inh	ERAP1 inh	E-sel inducer	Cneo AK release
17	-14	-2	-0.4	-1
18	.	1	-0.2	0
19	8	4	0.0	.
20	.	.	.	-1
21	-2	0	-0.2	91*
22	.	2	.	-3
23	.	.	0.6	0
24	5	-3	.	-3

New compounds follow
item	Compound	PglD DTNB	RAD54 branch	miR-122 sensor	RAD52 anneal inh
25	CCN1C(=O)c2ccccc2S(=O)c2ccc(C(=O)NCCCN3CCCC3=O)cc21 (configuration not stated)	0	-11	-1	4
26	C[C@H]1CN([C@@H](C)CO)C(=O)c2cc(NC(=O)Cn3cnnn3)ccc2O[C@H]1CN(C)C(=O)Nc1ccc(F)cc1	0	3	5[16.7 µM]	-9
27	Cc1ccc(-n2nnnc2SCC(=O)Nc2sccc2C#N)cc1	-3	-3	6	.
28	Cc1cccc(NC(=O)Nc2nnc(N3CCCCC3C)s2)c1C (configuration not stated)	-4	2	1	-2
29	CCOC(=O)C1=C[C@@H](C2CCCC2)N(S(=O)(=O)c2ccc([N+](=O)[O-])cc2)[C@H]1c1ccccc1	3	6	19	-5
30	O=C(C[n+]1ccccc1)Nc1c(Cl)cc(Cl)cc1Cl	.	.	-3	0
31	OCC[C@H]1C[C@H](O)[C@@H](O)[C@]2(CCCCO2)O1	1	0	-1	-2
32	CO[C@@H]1CN(C)C(=O)c2cc(NC(=O)c3ccccc3F)ccc2OC[C@@H](C)N(C)C[C@@H]1C	1	9	-1[16.7 µM]	14

item	PGC1a acetyl inh	ERAP1 inh	E-sel inducer	Cneo AK release
25	.	3	0.1	1
26	1	0	-0.1	-1
27	3	.	.	0
28	13	5	0.9	0
29	-26	-7	-0.2	10
30	7	2	.	.
31	1	.	-0.3	-4
32	-5	1	-0.2	0

Following part.
item	Compound	PglD DTNB	RAD54 branch	miR-122 sensor	RAD52 anneal inh
33	Cc1ccc(OCC(=O)Nc2nc(-c3ccccn3)cs2)c(C)c1	-1	-3	6	-15
34	N#C[C@@H]1[C@H](c2ccc(C#Cc3ccccc3F)cc2)[C@H](CO)N1C(=O)C1CCOCC1	-1	-28	.	-113
35	Cc1cccc(N2CCN(C(=O)COc3cc4oc(=O)cc(C)c4cc3Cl)CC2)c1C	-3	1	-2	-7
36	CC1CCN(c2oc(-c3ccc(F)cc3)nc2C#N)CC1	2	-4	.	-2
37	Cc1cc(S(=O)(=O)NCC(C)C)ccc1OCC(=O)NCC1CCCO1 (configuration not stated)	2	4	35	.
38	COc1cc(OC)cc(C(=O)Nc2ccccc2C(=O)NC2CC2)c1	0	-16	4	-12
39	Cc1noc(C)c1CSc1nnc(-c2ccccc2F)n1CCc1ccccc1	-5	-2	-6	.
40	Cc1ccc(C)c(N(C)C(=O)c2coc(=O)c3ccccc23)c1	2	-13	-2	.

item	PGC1a acetyl inh	ERAP1 inh	E-sel inducer	Cneo AK release
33	-5	1	-0.1	13
34	0	0	-0.7	-1
35	36	-3	.	-1
36	.	1	0.2	0
37	-2	.	-0.3	-10
38	-7	1	.	10
39	-29	.	.	-1
40	-8	.	.	6

Next section.
item	Compound	PglD DTNB	RAD54 branch	miR-122 sensor	RAD52 anneal inh
41	COc1ccccc1C(=O)Nc1ccnn1C1CCN(C(=O)c2ccoc2C)CC1	-206	1	.	-10
42	Cc1ccccc1N1CC(C(=O)N2CCc3ccccc32)CC1=O (configuration not stated)	0	-27	0	-2
43	O=C1C2C3c4ccccc4C(c4ccccc43)C2C(=O)N1c1cccc2cccnc12 (configuration not stated)	-4	11	-5	.
44	O=C(O)CNc1nc(-c2ccccc2)c2cc([N+](=O)[O-])ccc2n1	-1	-3	-1	.
45	CN1CCN(C(=O)c2ccc3c(c2)NC(=O)C(N2CCOCC2)S3)CC1 (configuration not stated)	-2	4	-2	.
46	O=S(=O)(c1cc(F)ccc1F)N1CCC2(CC1)OCCN2S(=O)(=O)c1ccccc1	0	4	.	2
47	Nc1[nH]nc2nc3ccccc3cc12	1	-6	-6	-20
48	CC(Sc1nnc(-c2ccco2)n1C)C(=O)NC1CCCC1 (configuration not stated)	0	-9	.	-1

item	PGC1a acetyl inh	ERAP1 inh	E-sel inducer	Cneo AK release
41	.	-3	0.0	0
42	.	-12	0.1	-3
43	-8	.	.	-2
44	21	.	.	.
45	1	.	.	0
46	.	3	0.5	1
47	2	-1	5.1	-1
48	2	-2	-0.7	-1

Further structures follow:
item	Compound	PglD DTNB	RAD54 branch	miR-122 sensor	RAD52 anneal inh
49	CCOC(=O)CC(=O)CSc1nnc(Cn2c(=O)sc3ccccc32)n1C	-7	-2	.	.
50	COc1cccc(NC(=O)N[C@@H]2C=C[C@@H](CC(=O)N3CCN(C)CC3)O[C@H]2CO)c1	0	-3	.	1
51	C/C(CC(=O)Nc1ccc2c(c1)OCCO2)=N\NC(=O)Cc1ccccc1	0	-4	-3	-10
52	O=C(C1CCCN(S(=O)(=O)c2ccc(Br)s2)C1)N1CCCCCC1 (configuration not stated)	2	-6	-4	.
53	CCc1nc(SCC(=O)Nc2ccc([N+](=O)[O-])cc2)n[nH]1	3	-3	.	-13
54	C=C(C)Cc1c(C)c(C#N)c2[nH]c3ccccc3n2c1=O	-2	0	-5	-26
55	COc1cccc(CN2[C@@H]3CNC[C@H]2[C@H]3c2ccc(-c3ccccc3OC)cc2)c1	.	.	.	-50
56	COC(=O)c1ccc([C@@H]2C=C(C(=O)N3CCN(Cc4ccc5c(c4)OCO5)CC3)O[C@H](OCc3ccc(CO)cc3)C2)cc1	3	-4	.	-45

item	PGC1a acetyl inh	ERAP1 inh	E-sel inducer	Cneo AK release
49	7	.	.	-1
50	8	-1	-2.0	2
51	3	-2	.	-3
52	-9	.	.	1
53	.	2	-0.1	4
54	-1	-19	.	0
55	-7	-1	0.1	.
56	-15	-4	.	-7

Hits appear at their usual frequency, and some 1.4% of all compounds hit somewhere here.
